From PubChem BioAssay
HEK293 NOD2/NF-kB – inhibition of NOD2-driven NF-kB reporter – cell-based, luminescence, uHTS, HEK293 (AID 1566); hit rate 0.63% among 290,000; one-dose inhibition, % at 4 µM; EC50 in µM for titrated hits; HEK293 NOD2/NF-kB luciferase reporter, luminescence; higher % means a stronger effect; further: many of its hits are not listed in these tables
XIAP antagonists – XIAP antagonists, biochemical, IAP family, fluorescence polarization (AID 1018); XIAP BIR domain, fluorescence polarization peptide displacement; higher % means a stronger effect; displacement, % at 20 µM; hits with a dose series show IC50 in µM; hit rate 0.007% among 200,000; in the data active means displacement above about 50%; further: a part of the inactive calls stands beside numbers as strong as those of hits
SIAH1 antagonists – blockers of Siah-1 interaction with plectin peptide – biochemical, fluorescence polarization, rhodamine-plectin, uHTS, primary screen (AID 1817). Siah-1 / rhodamine-plectin peptide fluorescence polarization; higher % means a stronger effect. displacement, % at 20 µM; hits with a dose series show IC50 in µM. hit rate 0.02% among 290,000;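 active means displacement of at least 50% at 20 µM, with a fluorescence ratio check between 0.3 and a set limit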;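 further: plate controls were Siah plus tracer with DMSO for no effect and tracer alone without Siah for full effect; strong numbers were not always called active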
Dengue-2 NS5 capping – flavivirus cap methylation enzyme inhibition – biochemical, confirmation dose response, primary screen (AID 588689). one-dose inhibition, % at 25 µM; IC50 in µM for titrated hits. Dengue-2 NS5 methyltransferase capping enzyme assay, biochemical; higher % means a stronger effect. hit rate 0.3% among 340,000; in the data active means a potency from the dose series
AID2073 – inhibitors of Mint1-CaV2.2 protein interaction, biochemical, HTRF (AID 2073). inhibition, % at 20 µM; hits with a dose series show IC50 in µM. hit rate 0.19% among 290,000. HTRF protein-protein interaction, Mint1-CaV2.2; higher % means a stronger effect; in the data active means inhibition mostly above about 51%, no sharp cut-off; further: some results filed as inactive read as strong as hits
Lipid droplet – hepatic lipid droplet formation modulation; AML12 mouse hepatocytes, oleate lipid droplets, BODIPY imaging; inhibition, % at 6.5 µM; hit rate 0.4% among 240,000; AID 1656;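 active means lipid droplet intensity inhibited by at least 50%, with more than 500 cells counted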
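Test system: AML12 hepatocytes (mouse); reagent: oleate loading, 100 µM; dosing: one dose, 6.5 µM compound; incubation: overnight exposure; signal: fluorescence imaging, 20x objective, two fields per well; read-out basis: % inhibition of corrected integrated BODIPY droplet signal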
Myeloid diff MLP – myeloid differentiation induction; hit rate 1% among 360,000; ER-HoxA9 myeloid progenitors, lysozyme-GFP differentiation, flow cytometry; calls only at 10 µM;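 active means normalized GFP-positive differentiation at or above the plate's own cutoff, the solvent-only control mean plus 3 SD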;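 further: cells exposed to compound for four days before flow analysis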
LYP phosphatase – inhibitors of LYP phosphatase, biochemical, fluorescence intensity, uHTS (AID 1779) | recombinant LYP phosphatase, fluorescence intensity; higher % means a stronger effect | one-dose inhibition, % at 11.5 µM; IC50 in µM for titrated hits | hit rate 0.054% among 290,000;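 further: plate controls were vehicle with enzyme for no effect and no enzyme for full effect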
HIV fusion peptide – cell-free HIV fusion peptide-binding blockers – biochemical, uHTS, fluorescence dequenching, primary screen (AID 1986) | hit rate 0.3% among 290,000 | cell-free peptide binding, fluorescence dequenching, 30 min; higher % means a stronger effect | inhibition, % at 20 µM, or IC50 in µM where a hit was titrated; in the data active means inhibition mostly above about 52%, no sharp cut-off; inactive means mostly below about 76%; further: some results filed as inactive read as strong as hits
Lipid droplet cells 6.5 µM – recorded beside Lipid droplet, whose call it bears; cell count; measured here: cell count, cytotoxicity flag;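 cells counted across two imaged fields per well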
Myeloid diff MLP GFP+ MAC1+ % – also measured in Myeloid diff MLP; calls as there; GFP+ MAC1+ double positive, %; measured here: differentiation confirmed by MAC1 staining
Starred values were filed as active, the others as inactive. Unless noted, no stated cut-off is given here; in the data, active means inhibition above about 50%; inactive means the rest. Not all compounds are listed; rates above refer to the full screens.

How did CCOc1ccccc1CN1CCNC(=O)C1CC(=O)NC1CCCCC1 (configuration not stated) do in these assays?
HEK293 NOD2/NF-kB: 10%; SIAH1 antagonists: -1%; Dengue-2 NS5 capping: -2%; AID2073: 6%; Lipid droplet: -9; Myeloid diff MLP: inactive; LYP phosphatase: -9%; HIV fusion peptide: -1.7%; Lipid droplet cells 6.5 µM: 688; Myeloid diff MLP GFP+ MAC1+ %: 0.0

What do the screens show for `CC1(C)Cc2c(sc3c2c(=O)n(-c2cccc(Cl)c2)c(=O)n3CC(N)=O)CO1`?
HEK293 NOD2/NF-kB: 15%; SIAH1 antagonists: 10%; Dengue-2 NS5 capping: 2%; AID2073: 3%; Lipid droplet: 2; Myeloid diff MLP: inactive; LYP phosphatase: -7%; HIV fusion peptide: 0.8%; Lipid droplet cells 6.5 µM: 670; Myeloid diff MLP GFP+ MAC1+ %: 0.4

How did CCCNC(=O)c1ccc(COc2ccc(C(C)(C)C)cc2)o1 do in these assays?
HEK293 NOD2/NF-kB: 29%; SIAH1 antagonists: -4%; Dengue-2 NS5 capping: -7%; AID2073: 5%; Lipid droplet: -5; Myeloid diff MLP: inactive; LYP phosphatase: -5%; HIV fusion peptide: -1.8%; Lipid droplet cells 6.5 µM: 795; Myeloid diff MLP GFP+ MAC1+ %: 0.3

What do the screens show for `O=C(c1ccccc1Br)N1CCN(c2ncccn2)CC1`?
HEK293 NOD2/NF-kB: 26%; SIAH1 antagonists: 8%; Dengue-2 NS5 capping: 1%; AID2073: 10%; Lipid droplet: -12; Myeloid diff MLP: inactive; LYP phosphatase: -8%; HIV fusion peptide: 1.5%; Lipid droplet cells 6.5 µM: 815; Myeloid diff MLP GFP+ MAC1+ %: 2.2

Results for COc1cc(NC(=O)c2ccccc2)c(OC)cc1NC(=O)CN1CCOCC1 ?
HEK293 NOD2/NF-kB: 17%; XIAP antagonists: 0.2%; SIAH1 antagonists: 2%; Dengue-2 NS5 capping: 1%; AID2073: 0%; Myeloid diff MLP: inactive; LYP phosphatase: -5%; HIV fusion peptide: 7.2%; Myeloid diff MLP GFP+ MAC1+ %: 0.8

Results for CCCc1cc(Nc2cccc(OCC)c2)n2ncnc2n1 ?
HEK293 NOD2/NF-kB: 2%; XIAP antagonists: -1.5%; SIAH1 antagonists: 2%; Dengue-2 NS5 capping: 2%; AID2073: -10%; Myeloid diff MLP: inactive; LYP phosphatase: -2%; HIV fusion peptide: -1.4%; Myeloid diff MLP GFP+ MAC1+ %: 10

Results for CCOC(=O)N1CCN(c2c(NCCN(C)Cc3ccccc3)c(=O)c2=O)CC1 ?
HEK293 NOD2/NF-kB: 17%; XIAP antagonists: -5.3%; SIAH1 antagonists: 0%; Dengue-2 NS5 capping: -5%; AID2073: 3%; Lipid droplet: -1; Myeloid diff MLP: inactive; LYP phosphatase: -4%; HIV fusion peptide: -3.3%; Lipid droplet cells 6.5 µM: 591; Myeloid diff MLP GFP+ MAC1+ %: 1.7

What do the screens show for `O=C(NCCNc1ccc([N+](=O)[O-])cc1C(F)(F)F)c1ccccc1`?
HEK293 NOD2/NF-kB: 3%; XIAP antagonists: -5.4%; SIAH1 antagonists: 2%; Dengue-2 NS5 capping: -5%; AID2073: 2%; Lipid droplet: 7; Myeloid diff MLP: inactive; LYP phosphatase: -7%; HIV fusion peptide: 1.3%; Lipid droplet cells 6.5 µM: 658; Myeloid diff MLP GFP+ MAC1+ %: 0.3

Results for Cc1cccc(-c2onc3ccc(C4(C)OCCO4)cc23)c1 ?
HEK293 NOD2/NF-kB: -5%; XIAP antagonists: -10%; SIAH1 antagonists: -1%; Dengue-2 NS5 capping: 0%; AID2073: -5%; Lipid droplet: -30; Myeloid diff MLP: inactive; LYP phosphatase: -8%; HIV fusion peptide: -2.8%; Lipid droplet cells 6.5 µM: 832; Myeloid diff MLP GFP+ MAC1+ %: 0.8

What do the screens show for `COc1ccc(NC(=O)/C(C#N)=C\c2ccc(Br)o2)cc1`?
HEK293 NOD2/NF-kB: -21%; SIAH1 antagonists: 64%; Dengue-2 NS5 capping: 3%; AID2073: 30%; Lipid droplet: -14; Myeloid diff MLP: inactive; LYP phosphatase: -6%; HIV fusion peptide: 0.6%; Lipid droplet cells 6.5 µM: 682; Myeloid diff MLP GFP+ MAC1+ %: 0.5

How did Cc1ccccc1NC(=S)Nc1ccc2cn[nH]c2c1 do in these assays?
HEK293 NOD2/NF-kB: -28%; XIAP antagonists: -8.6%; SIAH1 antagonists: 1%; Dengue-2 NS5 capping: 2%; AID2073: 12%; Lipid droplet: -20; Myeloid diff MLP: inactive; LYP phosphatase: -11%; HIV fusion peptide: -1.4%; Lipid droplet cells 6.5 µM: 555; Myeloid diff MLP GFP+ MAC1+ %: 0.3

Results for CC1CCc2c(sc3ncn(Cc4ccc(C(=O)O)cc4)c(=O)c23)C1 (configuration not stated) ?
HEK293 NOD2/NF-kB: -56%; XIAP antagonists: -3.7%; SIAH1 antagonists: 9%; Dengue-2 NS5 capping: 7%; AID2073: 14%; Lipid droplet: 0; Myeloid diff MLP: inactive; LYP phosphatase: -3%; HIV fusion peptide: 3.4%; Lipid droplet cells 6.5 µM: 728; Myeloid diff MLP GFP+ MAC1+ %: 0.6

How did C=C(C)c1cccc(C(C)(C)NC(=O)Nc2ccc3[nH]c(=O)[nH]c3c2)c1 do in these assays?
HEK293 NOD2/NF-kB: 2%; XIAP antagonists: -3.6%; SIAH1 antagonists: 1%; Dengue-2 NS5 capping: -3%; AID2073: -12%; Lipid droplet: 16; Myeloid diff MLP: inactive; LYP phosphatase: -2%; HIV fusion peptide: -2.1%; Lipid droplet cells 6.5 µM: 742; Myeloid diff MLP GFP+ MAC1+ %: 0.7

What do the screens show for `CC(C(=O)N1CCCc2ccccc21)N1CCN(S(=O)(=O)c2ccccc2F)CC1` (configuration not stated)?
HEK293 NOD2/NF-kB: 1%; XIAP antagonists: -2.0%; SIAH1 antagonists: 6%; Dengue-2 NS5 capping: -8%; AID2073: -3%; Lipid droplet: -11; Myeloid diff MLP: inactive; LYP phosphatase: -2%; HIV fusion peptide: -3.1%; Lipid droplet cells 6.5 µM: 753; Myeloid diff MLP GFP+ MAC1+ %: 0.4

Results for OCn1ncn(-c2ccccc2)c1=S ?
HEK293 NOD2/NF-kB: 4%; XIAP antagonists: -10%; SIAH1 antagonists: 8%; Dengue-2 NS5 capping: 1%; AID2073: -32%; Lipid droplet: -27; Myeloid diff MLP: inactive; LYP phosphatase: -10%; HIV fusion peptide: 1.0%; Lipid droplet cells 6.5 µM: 739; Myeloid diff MLP GFP+ MAC1+ %: 0.5

The list goes on; it opens with the two that closed the last part.
What do the screens show for `CC(C(=O)N1CCCc2ccccc21)N1CCN(S(=O)(=O)c2ccccc2F)CC1` (configuration not stated)?
HEK293 NOD2/NF-kB: 1%; XIAP antagonists: -2.0%; SIAH1 antagonists: 6%; Dengue-2 NS5 capping: -8%; AID2073: -3%; Lipid droplet: -11; Myeloid diff MLP: inactive; LYP phosphatase: -2%; HIV fusion peptide: -3.1%; Lipid droplet cells 6.5 µM: 753; Myeloid diff MLP GFP+ MAC1+ %: 0.4

Results for OCn1ncn(-c2ccccc2)c1=S ?
HEK293 NOD2/NF-kB: 4%; XIAP antagonists: -10%; SIAH1 antagonists: 8%; Dengue-2 NS5 capping: 1%; AID2073: -32%; Lipid droplet: -27; Myeloid diff MLP: inactive; LYP phosphatase: -10%; HIV fusion peptide: 1.0%; Lipid droplet cells 6.5 µM: 739; Myeloid diff MLP GFP+ MAC1+ %: 0.5

What do the screens show for `CCCS(=O)(=O)N1CCN(C(=O)c2ccccc2F)CC1`?
HEK293 NOD2/NF-kB: 9%; XIAP antagonists: -1.5%; SIAH1 antagonists: -6%; Dengue-2 NS5 capping: -2%; AID2073: 14%; Lipid droplet: -11; Myeloid diff MLP: inactive; LYP phosphatase: 0%; HIV fusion peptide: 0.5%; Lipid droplet cells 6.5 µM: 733; Myeloid diff MLP GFP+ MAC1+ %: 0.5

Results for O=S(=O)(c1cc(Cl)ccc1Cl)n1ccnc1 ?
HEK293 NOD2/NF-kB: 4%; XIAP antagonists: -4.0%; SIAH1 antagonists: 6%; Dengue-2 NS5 capping: -2%; AID2073: 3%; Lipid droplet: -14; Myeloid diff MLP: inactive; LYP phosphatase: -4%; HIV fusion peptide: 0.2%; Lipid droplet cells 6.5 µM: 729; Myeloid diff MLP GFP+ MAC1+ %: 0.0

How did O=S(=O)(c1ccc2ccccc2c1)N(CC(O)COCc1ccco1)c1ccccc1 (configuration not stated) do in these assays?
HEK293 NOD2/NF-kB: -3%; XIAP antagonists: 0.9%; SIAH1 antagonists: 0%; Dengue-2 NS5 capping: -10%; AID2073: 7%; Lipid droplet: -5; Myeloid diff MLP: inactive; LYP phosphatase: -5%; HIV fusion peptide: -1.3%; Lipid droplet cells 6.5 µM: 728; Myeloid diff MLP GFP+ MAC1+ %: 1.2

What do the screens show for `CCOC(=O)c1[nH]ncc1CN1CCN(Cc2ccc(C)cc2)C(CCO)C1` (configuration not stated)?
HEK293 NOD2/NF-kB: 13%; XIAP antagonists: -5.2%; SIAH1 antagonists: 10%; Dengue-2 NS5 capping: -6%; AID2073: 5%; Lipid droplet: -4; Myeloid diff MLP: inactive; LYP phosphatase: -4%; HIV fusion peptide: -1.2%; Lipid droplet cells 6.5 µM: 710; Myeloid diff MLP GFP+ MAC1+ %: 0.2

How did CCOc1ccc(C(=O)Nn2cnnc2)cc1 do in these assays?
HEK293 NOD2/NF-kB: 14%; XIAP antagonists: 0.0%; SIAH1 antagonists: 0%; Dengue-2 NS5 capping: 2%; AID2073: -12%; Myeloid diff MLP: inactive; LYP phosphatase: -7%; HIV fusion peptide: 9.1%; Myeloid diff MLP GFP+ MAC1+ %: 5.0

Results for O=C(O)CCCC(=O)Nc1ccc(Oc2ncnc3cc(Cl)ccc23)nc1 ?
HEK293 NOD2/NF-kB: -7%; SIAH1 antagonists: 5%; Dengue-2 NS5 capping: -1%; AID2073: 3%; Lipid droplet: -3; Myeloid diff MLP: inactive; LYP phosphatase: -7%; HIV fusion peptide: -1.3%; Lipid droplet cells 6.5 µM: 738; Myeloid diff MLP GFP+ MAC1+ %: 0.5

How did O=C(Cn1cc2c(n1)CCCCC2)NCCCN1CCOCC1 do in these assays?
HEK293 NOD2/NF-kB: 9%; XIAP antagonists: -1.2%; SIAH1 antagonists: 13%; Dengue-2 NS5 capping: -9%; AID2073: -2%; Lipid droplet: -4; Myeloid diff MLP: inactive; LYP phosphatase: 0%; HIV fusion peptide: 0.0%; Lipid droplet cells 6.5 µM: 636; Myeloid diff MLP GFP+ MAC1+ %: 1.4

What do the screens show for `O=C(N/C(=C\c1ccc2c(c1)OCO2)C(=O)N1CCOCC1)c1ccccc1Br`?
HEK293 NOD2/NF-kB: -5%; SIAH1 antagonists: 7%; Dengue-2 NS5 capping: -4%; AID2073: 6%; Lipid droplet: 2; Myeloid diff MLP: inactive; LYP phosphatase: -10%; HIV fusion peptide: 0.1%; Lipid droplet cells 6.5 µM: 784; Myeloid diff MLP GFP+ MAC1+ %: 2.0
